GCN5L2 inh = qHTS Assay for Inhibitors of GCN5L2; actives 0.21% (n = 390,000); Potency, µM (highest dose often 58.9 µM), for inactives: at the top dose activity change, negative = inhibition, usual class: inhibitors; Histone acetyltransferase KAT2A (Homo sapiens), Q92830; GCN5L2 HAT assay, ThioGlo1 CoA-SH fluorescence
Target sequence (Q92830 whole entry, looked up): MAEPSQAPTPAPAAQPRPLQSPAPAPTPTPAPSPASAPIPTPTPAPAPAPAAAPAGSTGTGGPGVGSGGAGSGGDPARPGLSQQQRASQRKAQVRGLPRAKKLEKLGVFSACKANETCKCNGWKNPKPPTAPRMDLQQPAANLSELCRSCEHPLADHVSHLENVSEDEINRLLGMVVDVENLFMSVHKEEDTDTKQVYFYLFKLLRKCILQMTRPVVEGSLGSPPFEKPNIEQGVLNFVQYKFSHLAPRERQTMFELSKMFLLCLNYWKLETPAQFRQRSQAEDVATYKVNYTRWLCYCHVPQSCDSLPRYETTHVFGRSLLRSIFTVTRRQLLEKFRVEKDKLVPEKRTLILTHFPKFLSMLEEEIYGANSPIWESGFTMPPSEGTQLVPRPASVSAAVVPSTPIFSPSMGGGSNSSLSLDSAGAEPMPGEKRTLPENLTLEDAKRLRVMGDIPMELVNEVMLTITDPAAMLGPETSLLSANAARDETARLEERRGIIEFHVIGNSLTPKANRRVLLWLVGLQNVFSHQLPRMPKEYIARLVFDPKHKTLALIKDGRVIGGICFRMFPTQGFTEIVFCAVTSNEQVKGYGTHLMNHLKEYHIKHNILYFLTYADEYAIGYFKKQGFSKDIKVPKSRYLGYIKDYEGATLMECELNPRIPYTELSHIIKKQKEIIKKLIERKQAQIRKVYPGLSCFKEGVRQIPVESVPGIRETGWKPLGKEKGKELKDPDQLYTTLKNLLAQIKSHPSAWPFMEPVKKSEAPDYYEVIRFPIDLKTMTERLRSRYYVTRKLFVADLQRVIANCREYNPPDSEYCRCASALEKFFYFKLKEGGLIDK
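Compounds, pin-transferred from DMSO stocks, meet 20nM GCN5L2 for 15 min before the reaction begins with H3(1-25) peptide (75uM) and acetyl-CoA (70uM). Thiol-reactive ThioGlo1 reports CoA release over 20 min at room temperature.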
TDP1 cell CPT = qHTS for Inhibitors of human tyrosyl-DNA phosphodiesterase 1 (TDP1): qHTS in cells in presence of CPT. chicken DT40 Tdp1-/-;hTDP1 cells + 20 nM CPT, ATP luminescence, 48 h. Potency, µM (doses to about 46.2 µM), without a hit: at the highest dose activity change, negative = growth inhibition, most hits filed as inhibitors. actives 12% (n = 420,000); note: nearly all actives have a fitted effect of over 55% in size
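Chicken DT40 Tdp1-/- cells complemented with human TDP1, 400 cells/well, exposed to compounds plus 20 nM camptothecin for at least 48 h at 37 C; viability read as ATP content by CellTiter-Glo luminescence.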
TDP1 cell noCPT = qHTS for Inhibitors of human tyrosyl-DNA phosphodiesterase 1 (TDP1): qHTS in cells in absence of CPT | DT40 Tdp1-/- hTDP1 cells, no CPT, ATP luminescence, 48 h | Potency, µM (titrated, usually from 46.2 µM), without a hit: at the highest dose activity change, negative = growth inhibition, hits mostly inhibitors | actives 15% (n = 420,000) | AID 686978, 2013; note: nearly all actives have a fitted effect of over 55% in size
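DT40 Tdp1-/-;hTDP1 cells, no CPT (DMSO vehicle only), 400 cells/well; compounds pin-transferred; ≥48 hr, 37 °C; CellTiter-Glo 30 min RT dark, luminescence read.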
Starred values were filed as active, the others as inactive; u = inconclusive; x = no result given; & = joins results of further samples; [ ] = dose if it differs, or a comment. Calls come from the whole dose curve; as a rule, active = well fitted curve in the direction sought with a large enough effect; inconclusive = small, poorly fitted or top-dose-only effect, or another doubt; inactive = no such curve, though single readings can be large; an effect the other way counts as inactive or inconclusive. % is set by controls: 0 for no effect and ±100 for the full control effect; potency is the fitted concentration of half-maximal effect.

SMILES	GCN5L2 inh	TDP1 cell CPT	TDP1 cell noCPT
O=C(NCC(=O)N1CCN(C(c2ccccc2)c2ccccc2)CC1)c1ccccc1Br	x	u	21µM*
CC(C)(C)c1ccc(C(=O)COC(=O)CN2C(=O)NC3(CCCC3)C2=O)cc1	4%	u	-21%
COc1cc(OC)c2nc(-c3cc4c(c(OC)c3)OCCN(Cc3cn(C)nc3C)C4)cc(C)c2c1	x	-6%[9.04 µM]	u
O=C(NNC(=O)c1nn(-c2ccc(F)cc2)ccc1=O)Nc1cccc(Cl)c1	-1%	-1%	-4%
CCCCCCOC(=O)/C=C/c1c(C)[nH]c(=O)[nH]c1=O	-3%	u	4.6µM*
Cc1nnc(Sc2cc(C(=O)NCCCOC(C)C)c3ccccc3n2)s1	-2%	u	-23%
Cc1ccc(NS(=O)(=O)c2ccc(C(=O)NCc3ccncc3)cc2)cc1	1%	u	u
Cc1[nH][nH]c(=O)c1C(c1ccc([N+](=O)[O-])cc1)c1c(C)[nH][nH]c1=O	u	-26%	-22%
COCCn1c(=NC(=O)C2COc3ccccc3O2)sc2cc(S(N)(=O)=O)ccc21 (centres undefined)	-3%	u	u
Cn1c(C(O)c2ccc3c(c2)OCO3)nc2ccccc21 (centres undefined)	-13%	16µM*	u
Cc1ccc(Cl)cc1N(C(=O)c1csnn1)C(C(=O)NC1CCCC1)c1ccco1 (centres undefined)	-1%	0%	-12%
CCOC(=O)N1CCN(S(=O)(=O)c2cccc3nsnc23)CC1	-3%	-7%	u
CCC(=O)N1CCN(c2ccc(NC(=O)c3ccc(N4CCCC4)c([N+](=O)[O-])c3)cc2)CC1	-1%	21%	-6%
O=[N+]([O-])c1ccc2c(c1)/C(=C/c1ccc(C=S)cc1)C=C2	x	u	u
Cc1cccc(-c2c3c(nc4c2c(=O)n(C)c(=O)n4C)-c2ccccc2C3O)c1 (centres undefined)	x	5.8µM*	4.6µM*
Cc1ccc(S(=O)(=O)NC(=O)Nc2cccc(C)n2)cc1	-1%	15%	0%
COc1ccc(NC(=O)c2cc(C3CCCCN3S(=O)(=O)c3cn(C)cn3)on2)c(C)c1 (centres undefined)	x	-14%	-7%
Clc1ccc(-c2nnc(N3CCCC3)nn2)cc1	-2%	-10%	-18%
COc1ccc2c(CNCc3ccc(C)o3)c(C(=O)O)n(Cc3ccccc3)c2c1	3%	-27%	u
CCOc1ccccc1C(=O)N/N=C/c1coc2ccc(C)cc2c1=O	-3%	18µM*	u
Cc1c(OCC(=O)C(C)(C)C)ccc2c(-c3ccccc3)cc(=O)oc12	-18%	u	16µM*
O=C(O)CCCCCCCCCCCc1ccccc1	u	9%	-2%
COc1cc(C(=O)NCCSc2ccc(Cl)cc2)cc(OC)c1OC	-13%	u	u
Cc1ccc(-c2cc3nc(-c4ccc(Br)cc4)cc(N)n3n2)cc1	-4%	u	u
COC(=O)c1c(C(=O)OC)c2oc3ccccc3n2c1Cl	0%	u	-2%
COC(=O)CCCC[C@@H]1SC[C@@H](NC(=O)OC)[C@@H]1NC(=O)OC	-1%	-11%	-3%
COc1ccc(/C=N\NC(=O)c2ccc(=O)[nH]n2)cc1O	2%	6%	-20%
COc1ccc(N(C(=O)CNC(=O)c2ccco2)C(C(=O)NCC2CCCO2)c2ccccc2)cc1 (centres undefined)	-4%	14%	5%
C=CCC(Nc1ccccc1)c1cccc(OC)c1OC (centres undefined)	-1%	-11%	-27%
COc1ccccc1N(Cc1cc2cccc(C)c2[nH]c1=O)C(=O)c1cccc(Cl)c1	-12%	13µM*	21µM*
CC(=O)N1c2ccc(S(=O)(=O)N3CCCCC3)cc2CC1C(=O)NCc1ccc(N(C)C)cc1 (centres undefined)	-22%	u	u
CCOC(=O)c1c(C)n(OC)c2ccc3c(no[n+]3[O-])c12	-7%	-16%	-9%
COC(=O)N/N=C/c1c(C)c(C(=O)c2ccc(F)cc2)n2ccccc12	-7%	u	u
C#CCOCCOCCOCCNc1nc(N2CCOCC2)nc(N2CCN(C(=O)[C@H](CCCCN)n3cc([C@@H](N)C(C)CC)nn3)CC2)n1 (some centres undefined)	2%	-4%	0%
CCCCN1/C(=C/c2cccc[n+]2C)Sc2cc(NC(C)=O)ccc21	-6%	-5%	-14%
CCc1nnc(NC(=O)CSc2ncc(-c3ccccc3)n2CC)s1	-3%	u	-3%
COc1cc(C)ccc1OCCCOc1c(Cl)cccc1Cl	-3%	0%	-12%
CNC(=O)C1CCC(Cn2c(=O)c3sccc3n(CC(=O)Nc3ccccc3)c2=O)CC1 (centres undefined)	-15%	1%	-23%
COc1ccc(C(=O)/C=C2/c3ccccc3CC(C)(C)N2C)cc1	0%	5.2µM*	5.2µM*
COc1ccccc1CNCCCCCCNCCCCCCCCNCCCCCCNCc1ccccc1OC	0%	13µM*	6.5µM*
Cc1ccc(-n2nc(C)c3c(C)cc(=O)[nH]c32)cc1	-5%	-2%	-5%
CNC(=O)CC1C(=O)N(c2ccc(OC)cc2)C(=S)N1NC(=O)c1cccc(F)c1 (centres undefined)	1%	1%	-1%
Cc1ccc(N2C(=O)C(CN(C)C)C2c2ccccc2)cc1 (centres undefined)	0%	u	u
CS(=O)(=O)N(CC(=O)N1CCc2ccccc2C1)Cc1ccc(F)cc1	1%	-12%	-9%
COc1ccc(S(=O)(=O)N2CCCC2CNC(=O)C(=O)NCc2ccccc2Cl)cc1 (centres undefined)	-8%	u	23µM*
Cn1nc(C(=O)Nc2cccc(C(F)(F)F)c2)c2c1-c1ccccc1S(=O)(=O)C2	1%	-3%	1%
COCCNC(=O)CCn1nc(-c2ccc(C)cc2)ccc1=O	-6%	22%	1%
CN(C)CCOC(=O)C12CC3CC(C1)CC(C(=O)OCCN(C)C)(C3)C2	-1%	14%	-2%
COc1ccc(C(C(=O)NC(C)(C)C)N(C(=O)CCC(=O)Nc2cc(C)on2)c2ccc(C)c(C)c2)cc1 (centres undefined)	-2%	u	u
COc1ccccc1C1NC(=O)c2ccccc2O1 (centres undefined)	-1%	-11%	-17%
O=C1[C@H]2[C@@H](c3ccc(F)cc3)N3C(=O)N(c4cccc(Cl)c4)C(=O)[C@@]3(Cc3ccccc3)[C@H]2C(=O)N1C1CCCCC1	-11%	u	u
CCN(CC)CCn1c2c(c(SCC(=O)Nc3cccc4ccccc34)nc1=O)CCC2	2%	-29%	u
O=C(Nc1ccc(O)cc1C(=O)O)c1cccc(Br)c1	-17%	-12%	3%
COc1cc(C(=O)NCC(=O)NNC(=O)C2COc3ccccc3O2)cc(OC)c1OC (centres undefined)	-5%	-4%	28%
Clc1ccc(C2=Nn3c(nnc3-c3n[nH]c4c3CCC4)SC2)cc1	2%	4.1µM*	2.9µM*
CC(=O)c1cccc(NC(=O)CSc2nnc(C(C)N(C)C)n2-c2ccc(F)cc2)c1 (centres undefined)	-1%	u	u
OC(CC#CCN1CCCC1)(c1ccccc1)c1ccccc1	-4%	1%	u
N#Cc1ccsc1NC(=O)CSc1nnc(NC2CC2)s1	x	0%	-11%
Cn1ccc2c(-c3ccc(C(C)(C)C)cc3)cc3c(c21)C1CCC3C1 (centres undefined)	x	-22%	-25%
COCCNC(=O)c1ccc2c(=O)n(CCOC)c(SCC(=O)c3c[nH]c4ccccc34)nc2c1	28%	23µM*	13µM*
Remaining list, next part.
SMILES	GCN5L2 inh	TDP1 cell CPT	TDP1 cell noCPT
COc1ccc(C(=O)N2CCCC(Nc3ccc(C)c(C)c3)C2)cc1F (centres undefined)	-9%	u	u
CCCCN1C(=O)C(O)(CC(=O)c2ccc(C(C)(C)C)cc2)c2ccccc21 (centres undefined)	-13%	21µM*	15µM*
O=C(Cn1c2c(c(-c3ccccc3)cc1=O)CCCC2)N1CCCCCC1	-2%	u	u
COc1ccc(OC)c(CCNC(=O)CCc2cn(C)c3ccccc23)c1	-1%	-28%	u
Cc1ccc(S(=O)(=O)CC(C)(O)CS(=O)(=O)c2ccc(C)cc2)cc1	-3%	-25%	-26%
COc1ccc(CSc2nc3ccncc3n2CC(=O)Nc2ccc(C)c(F)c2)cc1	5%	-28%	-15%
O=C(NCCN1CCOCC1)C1CC(=O)N(c2ccc(Cl)cc2)C1 (centres undefined)	-2%	1%	-21%
COc1ccccc1C(=O)N1CCN(S(=O)(=O)Cc2ccccc2)CC1	-3%	-8%	-28%
CS(=O)(=O)N1CCC(N2CCN(Cc3ccc(F)cc3)C(=O)C2=O)CC1	3%	2%	3%
CCOc1ccc(NC(=O)c2oc3ccccc3c2NC(=O)COc2cccc(OC)c2)cc1	0%	-1%	-12%
CCOc1ccc2ncc(S(=O)(=O)c3ccccc3)c(N3CCN(c4ccccc4)CC3)c2c1	x	15µM*	u
COCCNC(=O)CCn1c(=O)c2cc(OC)c(OC)cc2n(CC(=O)Nc2ccc(F)c(Cl)c2)c1=O	-6%	-3%	-6%
CC(C)NC(=O)C1(C)CSCC(=O)N1CC(F)(F)F (centres undefined)	x	-3%	10%
COc1ccccc1C(=O)OCC(=O)c1cccc([N+](=O)[O-])c1	-2%	u	u
O=C(NC(=O)c1ccccc1Cl)C(=O)Nc1ccc(Cl)cc1	3%	10%	-9%
O=[N+]([O-])c1ccc(O)c(/C=N/n2c(CO)nc3ccccc32)c1	-5%	-13%	-7%
COc1ccc(OC)c(NC(=O)COC(=O)c2ccc(OC)c(S(=O)(=O)N3CCOCC3)c2)c1	3%	-4%	-18%
Cc1cccc(NC(=O)/C(=C\c2cccs2)NC(=O)c2ccccc2)c1	1%	-5%	-5%
COc1ccc(-c2cc(C(=O)N3CCc4c(cnc(C)c4CNC(=O)c4ccsc4)C3)[nH]n2)cc1	x	-1%[9.04 µM]	-2%
O=C(NCc1ccccc1)c1cc(C2CCCN(C(=O)CCCc3ccccc3)C2)on1 (centres undefined)	x	15µM*	15µM*

An excerpt from above in order of formula weight, descending:
SMILES	GCN5L2 inh	TDP1 cell CPT	TDP1 cell noCPT
COCCNC(=O)CCn1c(=O)c2cc(OC)c(OC)cc2n(CC(=O)Nc2ccc(F)c(Cl)c2)c1=O	-6%	-3%	-6%
CCOc1ccc(NC(=O)c2oc3ccccc3c2NC(=O)COc2cccc(OC)c2)cc1	0%	-1%	-12%
COc1ccc(CSc2nc3ccncc3n2CC(=O)Nc2ccc(C)c(F)c2)cc1	5%	-28%	-15%
O=C(NCc1ccccc1)c1cc(C2CCCN(C(=O)CCCc3ccccc3)C2)on1 (centres undefined)	x	15µM*	15µM*
Cc1ccc(S(=O)(=O)CC(C)(O)CS(=O)(=O)c2ccc(C)cc2)cc1	-3%	-25%	-26%
CCCCN1C(=O)C(O)(CC(=O)c2ccc(C(C)(C)C)cc2)c2ccccc21 (centres undefined)	-13%	21µM*	15µM*
COc1ccccc1C(=O)N1CCN(S(=O)(=O)Cc2ccccc2)CC1	-3%	-8%	-28%
O=C(Cn1c2c(c(-c3ccccc3)cc1=O)CCCC2)N1CCCCCC1	-2%	u	u
COc1ccc(C(=O)N2CCCC(Nc3ccc(C)c(C)c3)C2)cc1F (centres undefined)	-9%	u	u
O=C(NCCN1CCOCC1)C1CC(=O)N(c2ccc(Cl)cc2)C1 (centres undefined)	-2%	1%	-21%
O=C(NC(=O)c1ccccc1Cl)C(=O)Nc1ccc(Cl)cc1	3%	10%	-9%
O=[N+]([O-])c1ccc(O)c(/C=N/n2c(CO)nc3ccccc32)c1	-5%	-13%	-7%
CC(C)NC(=O)C1(C)CSCC(=O)N1CC(F)(F)F (centres undefined)	x	-3%	10%

Next section:
SMILES	GCN5L2 inh	TDP1 cell CPT	TDP1 cell noCPT
Cc1cccc(NC(=O)C2(c3cccs3)CCOCC2)n1	-5%	-2%	-19%
O=P(O)(CP(=O)(c1ccccc1)c1ccccc1)c1ccccc1O	-10%	0%	5%
CCN(CC)CCCN1C(=O)C(=O)/C(=C(/O)c2ccccc2)C1c1cc(OC)ccc1OC (centres undefined)	-2%	15%	0%
CCOc1ncccc1C(=O)N1CCN(S(=O)(=O)c2ccccc2)CC1	-4%	1%	u
CCOC(=O)c1cccc(NC(=O)c2cc(S(=O)(=O)N3CCCC3)cn2C)c1	4%	-7%	u
Cn1c(NCCN(CCO)CCCc2ccc([N+](=O)[O-])cc2)cc(=O)n(C)c1=O	-20%	u	-2%&-23%
COc1ccc(N2CCN(S(=O)(=O)c3ccc(Br)s3)CC2)cc1	4%	-12%	2%
COc1cccc(SCc2noc(C(=O)NCCCN3CCOCC3)c2C(=O)NCCCN2CCOCC2)c1	x	-12%	0%
CCOc1ccc(NC2CCN(C(C)=O)CC2)cc1	-1%	8%	7%
O=C(c1cc(COc2ccc(F)cc2Cl)on1)N1CCCCC1c1cccnc1 (centres undefined)	-5%	16µM*	13µM*
CCCCCCCC(=O)Nc1cc(C(=O)NCc2ccc(C)cc2)ccc1N1CCC2(CC1)CC(c1ccccc1)=NO2	-6%	u	u
